Source: PubChem (several laboratories)
HCV core dimer: inhibitors of HCV core protein dimerization, primary screen, biochemical, TR-FRET, high-throughput; TR-FRET GST/Flag-core106 dimerization, 1536-well; inhibition, % at 5 µM; hit rate 0.33% among 300,000;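 active means inhibition above the mean of all tested compounds plus 3 SD, set per screening campaign, cut at about 45% in these data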
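Test system: GST/Flag-tagged HCV core106 proteins; Medium: KF-containing HEPES buffer, pH 7.45, DTT, CHAPS, BSA; Times: compound-protein-antibody incubation 4 h at 22.5 °C; Detection: TR-FRET 671 and 617 nm emission; Benchmarks: wells lacking GST-core106 and wells with excess unlabelled core106.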
GASC-1 inh: inhibitors of GASC-1 histone demethylase, primary screen, biochemical, fluorescence, DELFIA europium | GST-JMJD2C(1-420) H3K9me3 demethylation | inhibition, % at 2.35 µM | hit rate 0.069% among 330,000;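 active means more than half of a compound's replicate wells show inhibition beyond 50%, single wells judged on their own value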;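 further: signal counts dimethyl H3K9 product captured on neutravidin plate; 0% = median of DMSO wells and 100% = 0.3 times that DMSO median; strong numbers were not always called active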
Target sequence (Q9H3R0 1-420 limits assumed): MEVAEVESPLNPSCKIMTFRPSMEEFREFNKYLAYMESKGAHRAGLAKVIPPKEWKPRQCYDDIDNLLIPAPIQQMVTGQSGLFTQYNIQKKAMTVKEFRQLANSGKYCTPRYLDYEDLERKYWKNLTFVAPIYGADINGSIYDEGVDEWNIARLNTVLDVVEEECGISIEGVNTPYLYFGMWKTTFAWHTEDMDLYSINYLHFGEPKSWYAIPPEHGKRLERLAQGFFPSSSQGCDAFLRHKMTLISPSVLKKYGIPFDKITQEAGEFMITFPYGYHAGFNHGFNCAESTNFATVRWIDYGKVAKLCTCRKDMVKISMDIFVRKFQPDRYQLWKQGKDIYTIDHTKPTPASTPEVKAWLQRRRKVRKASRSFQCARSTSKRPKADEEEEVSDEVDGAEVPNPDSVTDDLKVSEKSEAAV
PP5 inh: PP5 phosphatase inhibitors, primary screen, biochemical, fluorescence | hit rate 0.18% among 320,000 | Serine/threonine-protein phosphatase 5 (Homo sapiens), P53041 | inhibition, % at 6.7 µM | purified PP5c, OMFP substrate fluorescence | AID 1987, 2009;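 active means inhibition above the campaign's mean inhibition across all tested compounds plus 3 SD, cut at about 9.5% in these data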;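 further: 0% = DMSO only and 100% = 100 µM cantharidin control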
CTSL1 counter: Fasciola hepatica cathepsin L1 inhibitors, primary screen, counter-screen for PFM18AAP inhibitor project, biochemical, QFRET, fluorogenic peptide substrate; inhibition, % at 5.96 µM; hit rate 0.49% among 300,000; AID 1906, 2009; recombinant F. hepatica cathepsin L1, Z-Leu-Arg-MCA fluorescence;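 active means inhibition above the mean of all tested compounds plus 3 SD, set per screening campaign, cut at about 17% in these data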;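 further: 0% = plate median of test compound wells and 100% = 1 µM Z-Phe-Ala-diazomethylketone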
procasp7 counter: procaspase-7 activators, primary screen, counter-screen for procaspase-3 activator project, biochemical, absorbance, HTS, human; recombinant procaspase-7, Ac-DEVD-pNA absorbance 405 nm; D23A/D198A/D206A triple mutant, cannot self-cleave; scale: DMSO 0, 5 µM enzyme 100; hit rate 0.093% among 330,000; activation, % at 8.5 µM; Caspase-7 (Homo sapiens), P55210;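 active means percent activation above the screen-wide mean plus 3 SD, cut at about 25% in these data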
Target sequence (P55210 whole entry D23A/D198A/D206A): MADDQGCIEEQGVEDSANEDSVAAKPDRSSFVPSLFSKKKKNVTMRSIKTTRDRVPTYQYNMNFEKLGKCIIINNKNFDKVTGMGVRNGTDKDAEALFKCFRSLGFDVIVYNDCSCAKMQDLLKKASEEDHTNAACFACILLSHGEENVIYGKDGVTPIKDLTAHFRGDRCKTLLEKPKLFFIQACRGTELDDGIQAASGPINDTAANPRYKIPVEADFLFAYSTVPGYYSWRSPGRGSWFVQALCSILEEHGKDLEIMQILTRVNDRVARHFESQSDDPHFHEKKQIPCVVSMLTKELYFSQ
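Test system: Procaspase-7 triple mutant (PC-7 D3A). Also added: Ac-DEVD-pNA substrate, 400 µM as added. Schedule: 1 h enzyme–compound preincubation and 2 h substrate reaction, both 25 °C. Signal: p-Nitroaniline absorbance at 405 nm, read at 0 and 120 min. Control set: low DMSO alone, high DMSO plus 5 µM PC-7.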
VLA-4 inh: inhibition in human VLA-4 binding assay, primary screen, VLA-4 allosteric modulator project, MLPCN library, flow cytometry, VLA-4 expressing cells | AID 2557, 2010 | Integrin alpha-4 (Homo sapiens), P13612 | hit rate 0.2% among 330,000 | inhibition, % (about 7 µM as worked out from the volumes in the protocol) | ligand binding flow cytometry; in the data active means inhibition above about 50%
PP1 counter: PP1-alpha phosphatase inhibitors, primary screen, counter-screen for PP5 inhibitor project, biochemical, fluorescence, OMFP substrate, single point | inhibition, % at 6.7 µM | purified PP1alpha | AID 2235, 2010 | hit rate 0.9% among 320,000;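 active means inhibition above the mean inhibition of all tested compounds plus 3 SD, computed separately for each screening campaign, cut at about 15% in these data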
proCasp3 act: activators of human procaspase-3 D3A mutant, primary screen, biochemical, absorbance, PC-3 D3A mutant, single concentration; Caspase-3 (Homo sapiens), P42574; recombinant procaspase-3 D3A, Ac-DEVD-pNA absorbance 405 nm; activation, % at 8.5 µM; hit rate 0.11% among 330,000; AID 463141, 2010;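 active means activation above the mean of all tested compounds plus 3 SD, cut at about 21% in these data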;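 further: 0% = DMSO alone and 100% = DMSO wells spiked with extra 5 µM PC-3 D3A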
Target sequence (P42574 whole entry D9A/D28A/D175A): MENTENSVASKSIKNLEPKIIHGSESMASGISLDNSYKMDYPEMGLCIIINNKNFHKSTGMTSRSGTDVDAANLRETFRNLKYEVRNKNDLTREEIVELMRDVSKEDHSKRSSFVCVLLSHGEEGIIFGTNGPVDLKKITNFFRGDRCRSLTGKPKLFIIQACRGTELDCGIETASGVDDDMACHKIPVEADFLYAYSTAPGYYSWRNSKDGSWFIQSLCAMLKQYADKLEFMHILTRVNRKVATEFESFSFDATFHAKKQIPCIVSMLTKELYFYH
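Test system: Procaspase-3 D3A mutant; medium: Zinc-free HEPES/NaCl buffer with 0.01% Triton X-100 at pH 7.4; reagent: DEVD-pNA substrate; doses: one concentration, 8.5 µM nominal, 0.8% DMSO; times: 1 h preincubation plus 2 h reaction at 25 °C; signal: Epi-absorbance at 405 nm of released p-nitroaniline, 0 and 120 min; replicates: singlicate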
GRK2 aptamer HTS: compounds blocking aptamer binding on GRK2 – biochemical, human GRK2, bead flow cytometry, HTS, primary screen. Beta-adrenergic receptor kinase 1 (Homo sapiens), P25098. FAM-aptamer displacement from GRK2. inhibition of aptamer binding, % at 10 µM. hit rate 0.59% among 330,000;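 active means inhibition of aptamer binding above 40%, roughly 3 SD of noise, on plates passing a quality check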;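 further: median bead fluorescence of bound FAM aptamer so fluorescent compounds give negative values; no value below 0 was filed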
* = called active by the depositor; . = no result given; & = joins results of further samples.

SMILES	HCV core dimer	GASC-1 inh	PP5 inh	CTSL1 counter	procasp7 counter	VLA-4 inh	PP1 counter	proCasp3 act	GRK2 aptamer HTS
COc1ccc(Nc2c3ccccc3nc3ccccc23)cc1	1	3	3.6	-3	-6	-3	8	-5	0
COc1cc(OC)cc(C(=O)NC(=S)Nc2nnn(C)n2)c1	-6	-11	1.0	2	-16	1	-4	0	0
O=C(NC12CC3CC(CC(C3)C1)C2)c1c(Cl)cccc1Cl	-4	.	3.7	-4	2	9	-3	-6	1
C=CCNc1nnc(Cc2ccc(C(C)C)cc2)c(=O)[nH]1	9	-4	-0.7	-4	-6	19	-4	8	5
Cc1ccsc1/C=C1\SC(N2CCOCC2)=NC1=O	-9	-6	-5.2	1	-4	5	-4	0	0
CC(=O)Nc1ccc(S(=O)(=O)Nc2nc3ccccc3nc2N2CCCC2)cc1	-16	3	1.0	1	3	0	0	2	0
Cc1oc(S(=O)(=O)N(C)C)cc1C(=O)Nc1ccc(F)cc1	-3	10	-0.9	-6	6	-4	-5	7	0
O=C(CNC(=O)c1ccccc1)Nc1ccsc1C(=O)O	-5	-2	1.6	-4	9	7	4	4	2
O=C(NCC(=O)N1CCN(c2ccccc2O)CC1)c1ccco1	1	5	-0.1	-3	13	-6	0	1	1
CC1CCc2c(sc(NC(=O)CCC(=O)O)c2C(=O)NC2CC2)C1 (configuration not stated)	0	7	-0.3	-1	-16	-2	2	-13	4
CCOc1ccccc1NC(=O)Cc1c(F)cccc1Cl	-2	-2	4.4	-1	2	-4	1	-3	0
COc1cccc(C2C(C#N)=C(N)Oc3c2oc(CO)cc3=O)c1 (configuration not stated)	-4	-5	-0.9	-1	-2	-3	4	-4	3
COc1ccc2c(CC(=O)Nc3ccc(OC)c(S(=O)(=O)N4CCOCC4)c3)coc2c1	-3	0	-0.1	-3	2	10	-1	11	0
CCOC(=O)C1CN(S(=O)(=O)c2ccc(C)cc2)c2ccccc2O1 (configuration not stated)	3	1	3.2	-1	-3	6	-2	0	3
COC(=O)c1ccc(CN2CCC(Oc3ccc(C(=O)N4CCCCC4)cc3)CC2)cc1	2	-3	-0.4	-11	4	6	1	4	0
Cc1cc(=O)oc2cc(OCC(=O)OCC(=O)N(C)C3CCS(=O)(=O)C3)ccc12 (configuration not stated)	-1	-9	-1.2	-2	0	4	2	-8	1
COc1ccc2nc(N3CCCC(C(=O)NCCc4ccc(OC)c(OC)c4)C3)sc2c1 (configuration not stated)	-2	-2	2.2	0	-3	13	3	0	2
CCC(C)[C@H](NC(=O)N1CCN(C)CC1)C(=O)OC (some centres not stated)	3	-4	-5.2	-2	9	8	4	-2	0
COc1ccc(Br)cc1C(=O)Nc1cccc(C)c1	3	24	1.5	6	2	-8	0	-6	0
CCc1noc(C)c1C(=O)N(C)CC(=O)Nc1ccccc1Br	2	1	-2.9	-1	4	-16	-6	8	0
COc1ccccc1-c1cn[nH]c(=S)n1	2	9	1.0	1	-37	5	-6	-29	0
COC(=O)c1ccc(NC(=O)Nc2ccc(OC)cc2)cc1	1	1	0.2	5	0	8	-3	6	0
CS(=O)(=O)Nc1ccc([N+](=O)[O-])cc1Oc1ccccc1	-3	8	-0.7	-3	-3	-5	-2	-8	0
COc1cccc(/C=N/c2nc3ccccc3[nH]2)c1O	6	0	0.0	4	6	4	-2	0	2
C=CCc1ccc(OCCCN2CCCC(C)C2)c(OC)c1 (configuration not stated)	-9	26	1.3	3	-9	-2	1	7	17
Cc1ccc(S(=O)(=O)NCC(=O)OCCOc2ccccc2F)cc1	.	2	.	.	-6	1	.	-1	0
CCOc1ccc(-n2c(O)cc(=O)[nH]c2=O)cc1	1	10	-2.4	0	-1	8	-5	-4	3
CCCCNC(=O)c1onc(CSc2ccccc2)c1C(=O)NCCCC	4	4	4.1	2	1	11	5	4	3
CC1(C)CC(NC(=O)Nc2ccc([N+](=O)[O-])cc2)CC(C)(C)N1	-2	-6	3.5	3	3	9	3	-3	0
CC(C)c1ccc(OCC(=O)NNC(=S)NC(=O)c2cccs2)c(Br)c1	12	2	-0.3	-2	-2	17	4	9	0
CCOc1ccc2[nH]c(=O)c(C(c3nnnn3C3CCCCC3)N3CCN(CC)CC3)cc2c1 (configuration not stated)	0	-32&0	-1.7	0	6	13	-2	-4	2
O=C(CN1CCN(c2ccc(F)cc2)CC1)N1N=CCC1c1ccccc1 (configuration not stated)	-6	-1	-2.7	1	6	-3	-4	1	0
COc1cccc(NC(=S)N(CCc2c(C)[nH]c3ccccc23)Cc2ccco2)c1	-1	5	2.5	0	-8	-9	0	-4	1
CC(=O)N1CCN(C(=O)c2cccc(S(=O)(=O)N3CCN(c4ccccc4)CC3)c2)CC1	.	12	0.1	.	0	-9	0	-2	0
CC1(C)CC(=O)C2=C(C1)Nc1[nH]c(=S)[nH]c(=O)c1C2c1ccccc1 (configuration not stated)	2	6	0.3	4	-14	2	-1	-6	3
CCN(C(=O)COC(=O)c1ccc[nH]c1=O)c1cccc2ccccc12	.	4	.	.	6	4	.	5	0
CCCN1CCN(C(=O)Cn2cnc3ccc(S(=O)(=O)N4CCC(C)CC4)cc3c2=O)CC1	-2	-5	-2.6	-3	0	4	-6	-1	1
COc1ccc(CNC(=O)[C@@H]2CC=C[C@@H]3CCN(Cc4ccc(Cl)c(Cl)c4)C(=O)[C@@H]32)cc1	0	-3	1.3	-2	-1	-3	3	-3	0
O=C(NC1CCS(=O)(=O)C1)/C(=C/c1ccco1)NC(=O)c1ccccc1 (configuration not stated)	2	11	3.5	4	-6	3	0	-1	1
COc1ccc(OCC(=O)Nc2cc(OC)ccc2N2CCCCC2)cc1	1	-5	4.0	-1	3	-2	1	0	0
CNC(=S)NNc1ccccc1[N+](=O)[O-]	-1	-2	3.9	-2	-14	3	4	-13	5
CCOCCCNC(=O)CN1C(=O)CSc2cc(S(=O)(=O)N3CCCCCC3)ccc21	2	-7	2.6	-5	-4	0	-8	-7	5
COc1ccc(C(=O)NCc2nnc(SCC(=O)Nc3nc4ccc(C)cc4s3)o2)cc1OC	-7	3	2.8	1	0	16	1	1	2
O=C(Nc1ccon1)c1csc2ccccc12	-1	-3	1.6	1	8	-2	-1	1	2
O=C(OC(C(=O)NCc1ccccc1)c1ccccc1F)c1ccco1 (configuration not stated)	4	5	-1.1	-45	5	3	5	2	0
O=C1c2ccccc2S(=O)(=O)c2cc(C(=O)N(c3ccccn3)c3ccccn3)ccc21	-4	12	2.2	0	8	13	5	2	1
CSCC[C@H](NC(=O)OC(C)(C)C)C(=O)N1CCC(C(=O)N[C@H](C(=O)O)C(C)C)CC1	0	5	-0.8	0	-6	-4	0	-3	0
COC(=O)C1=C(C)NC(C)=C(C(=O)OCC(C)C)C1c1ccccc1[N+](=O)[O-] (configuration not stated)	-1	-2	-2.4	5	-4	7	13	-5	0
C[n+]1c2n(c3ccccc31)N=C(c1ccccc1)CS2	5&1	13&-1	-0.8&0.7	-2&2	-30&-29	6&-1	-3&-5	-21&-23	4&1
CC(=O)N(NC(N)=O)C(C)CC(=O)C1C(C)C=CCC1(C)C (configuration not stated)	-3	1	-0.2	-2	11	6	-6	6	5
O=C(/C=C/c1ccccc1)NC1CCS(=O)(=O)C1 (configuration not stated)	-1	-4	1.1	4	-4	21	0	-3	.
COc1ccc(S(=O)(=O)N2CCCCC2)cc1NC(=O)c1ccccc1	0	8	1.2	2	2	11	-8	4	0
CCOc1ccc(NS(=O)(=O)c2ccc(C(=O)NCC(c3ccccc3OC)N3CCCC3)cc2)cc1 (configuration not stated)	-4	8	0.6	1	-2	-4	-4	-5	0
CCOc1cc(-c2noc(CCCC(=O)NC3CCCCC3)n2)ccc1OC	9	19	1.1	0	10	0	2	1	7
CN1OC(CC(=O)O)N(c2ccc(Cl)cc2)C1=O (configuration not stated)	0	-5	-1.1	0	8	-1	-3	2	2
COC(=O)c1ccc(CSc2nnc(CNC(=O)c3ccc(OC)cc3)o2)o1	-1	102	1.2	-1	-3	-4	-1	8	0
COc1cccc(C(=O)NOCc2ccccc2)c1OC	.	-1	-0.4	.	7	10	-6	5	1
CCOC(=O)c1[nH]c2ccccc2c1NC(=O)COC	-6	-9	1.0	0	6	-7	-3	2	3
Cc1nn(-c2cccc(Cl)c2)c2c1C(c1ccncc1)C(C#N)=C(N)O2 (configuration not stated)	0	151	1.2	0	7	3	2	-4	0
CC(C)=CCN1CCC(n2nccc2NC(=O)c2ccccc2Cl)CC1	5	0	0.9	-3	8	7	0	3	0
More results follow.
SMILES	HCV core dimer	GASC-1 inh	PP5 inh	CTSL1 counter	procasp7 counter	VLA-4 inh	PP1 counter	proCasp3 act	GRK2 aptamer HTS
Cc1cccc(NC(=S)NNC(=O)CCn2cc(C)cn2)c1	-2	-22	2.7	2	-5	9	0	-2	1
O=c1oc(-c2ccccc2)nc2c1C1(CCCCC1)Cc1ccccc1-2	-3	-9	0.8	-5	-8	-5	-14	-7	1
O=C(NCC1CCCO1)C1CCC(N2C(=O)c3ccccc3C2=O)CC1 (configuration not stated)	3	-7	3.4	-2	8	2	-7	-8	0
C/C(=N\O)c1cc(Cl)cc(Cl)c1O	2	2	0.1	-5	7	13	-5	-5	2
CS(=O)(=O)c1ccccc1-c1nnc(-c2ccc(Cl)cc2)o1	-3	-15	1.6	5	-4	-16	-3	-1	4
COc1cc(O)c(C(CC(=O)N2CCCC(C)C2)c2ccc(N(C)C)cc2)c(OC)c1 (configuration not stated)	-4	1	2.7	0	-2	29	4	-7	1

Structural class, the entries above with bromine.
SMILES	HCV core dimer	GASC-1 inh	PP5 inh	CTSL1 counter	procasp7 counter	VLA-4 inh	PP1 counter	proCasp3 act	GRK2 aptamer HTS
COc1ccc(Br)cc1C(=O)Nc1cccc(C)c1	3	24	1.5	6	2	-8	0	-6	0
CCc1noc(C)c1C(=O)N(C)CC(=O)Nc1ccccc1Br	2	1	-2.9	-1	4	-16	-6	8	0
CC(C)c1ccc(OCC(=O)NNC(=S)NC(=O)c2cccs2)c(Br)c1	12	2	-0.3	-2	-2	17	4	9	0

Rows are unselected, and some 2.6% of all compounds hit somewhere here.
